core106 dimerization – inhibitors of HCV core protein dimerization, confirmation, biochemical, TR-FRET, triplicate (AID 2152). Hepatitis C virus core protein (core106 dimerization). TR-FRET GST-/Flag-core106 dimerization, HTRF; active compounds read high. inhibition, % at 5 µM. 2,300 tested, 1% active;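 active = mean inhibition over three replicate wells above the hit threshold derived in the earlier primary screen, cut at about 45% in these data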;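 note: 0% = DMSO wells and 100% = unlabelled core106 competitor control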
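Test system: GST- and Flag-tagged HCV core106 peptides, dimerization via antibody TR-FRET / Amount: 17 nM Flag- plus 13.5 nM GST-core106 / Probe or stimulus: Eu(K)-anti-GST plus XL665-anti-FLAG antibodies / Compound dosing: one 5 µM dose, 0.5% DMSO / Times: 4 h incubation, 22.5 °C / Technique: TR-FRET, 340 nm excitation, 671/617 nm emission / Evaluation: percent inhibition from emission ratio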
Active calls of the source: *.

SMILES | core106 dimerization
N=Cc1c(O)n(-c2ccc(C34CC5CC(CC(C5)C3)C4)cc2)c(=O)[nH]c1=O | 4
Cc1cccc(N2C(=O)NC(=O)/C(=C\c3cnn(-c4ccccc4)c3)C2=O)c1 | -2
O=C1NC(=S)N(C2CC2)C(=O)/C1=C/c1ccc2c(c1)CCN2CCCCl | 18

Sorted by count of non-hydrogen atoms (smallest number first): some entries from above.
SMILES | core106 dimerization
O=C1NC(=S)N(C2CC2)C(=O)/C1=C/c1ccc2c(c1)CCN2CCCCl | 18
N=Cc1c(O)n(-c2ccc(C34CC5CC(CC(C5)C3)C4)cc2)c(=O)[nH]c1=O | 4
Cc1cccc(N2C(=O)NC(=O)/C(=C\c3cnn(-c4ccccc4)c3)C2=O)c1 | -2

Individual results from the list:
In core106 dimerization, Cc1cccc(N2C(=O)NC(=O)/C(=C\c3cnn(-c4ccccc4)c3)C2=O)c1 shows -2
In core106 dimerization, O=C1NC(=S)N(C2CC2)C(=O)/C1=C/c1ccc2c(c1)CCN2CCCCl shows 18

From PubChem

Only part of the results is shown. The share of hits here may be higher or lower than overall.
